High-throughput results from PubChem BioAssay.
D2 PAM: HTS Assay for Positive Allosteric Modulators of the Human D2 Dopamine Receptor: Primary Screen for Potentiators | D(2) dopamine receptor (Homo sapiens), P14416 | HEK293 T-REx D2, calcium flux, EC20 dopamine potentiation | potentiation, % at 10 µM | 340,000 tested, 0.34% active | AID 485347, 2010;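 active = potentiation over 3 SD above the plate norm, cut at about 30% in these data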; note: 0% is about no effect
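Cells plated with tetracycline inducer and held overnight at 30 C; calcium dye loaded 30–90 min at room temperature; baseline taken, compound added and read 180 s; EC20 dopamine then added and read 180 s.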
D1 PAM: Potentiators of Human D1 Dopamine Receptor: qHTS; HEK293 TREx D1 cells, calcium flux, dopamine EC20 potentiation; potentiation, % at 10 µM; 360,000 tested, 0.036% active; AID 504651, 2011; in the data active = potentiation above about 30%; note: 0% is about no effect
D1 antagonist: Antagonist of Human D 1 Dopamine Receptor: qHTS; activity change, negative = inhibition, % at 10 µM; AID 504652, 2011; HEK293 TREx D1 cells, calcium flux, dopamine EC80; active compounds read low; D(1A) dopamine receptor (Homo sapiens), P21728; 360,000 tested, 3.2% active; in the data active = activity change below about -30%; note: % is set by controls: 0 for no effect and ±100 for the full control effect
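Allosteric or orthosteric antagonism assessed as attenuation of the calcium response to EC80 dopamine, added 180 s after compound, in induced HEK293 Trex D1 cells loaded with no-wash calcium dye.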
RXFP1 antagonist: qHTS Assay for Antagonists of the Relaxin Receptor RXFP1; HEK293-RXFP1, relaxin-stimulated cAMP HTRF, 30 min; active compounds read low; activity change, negative = inhibition, % at 57.5 µM; 350,000 tested, 0.59% active; AID 1259400, 2018;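 active = activity change of -60% or lower, but not beyond a set lower limit; inconclusive = change between -60% and -40%, or beyond the set limit; inactive = change above -40%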; note: % is set by controls: 0 for no effect and ±100 for the full control effect
Target sequence (Q9HBX9 whole entry, looked up): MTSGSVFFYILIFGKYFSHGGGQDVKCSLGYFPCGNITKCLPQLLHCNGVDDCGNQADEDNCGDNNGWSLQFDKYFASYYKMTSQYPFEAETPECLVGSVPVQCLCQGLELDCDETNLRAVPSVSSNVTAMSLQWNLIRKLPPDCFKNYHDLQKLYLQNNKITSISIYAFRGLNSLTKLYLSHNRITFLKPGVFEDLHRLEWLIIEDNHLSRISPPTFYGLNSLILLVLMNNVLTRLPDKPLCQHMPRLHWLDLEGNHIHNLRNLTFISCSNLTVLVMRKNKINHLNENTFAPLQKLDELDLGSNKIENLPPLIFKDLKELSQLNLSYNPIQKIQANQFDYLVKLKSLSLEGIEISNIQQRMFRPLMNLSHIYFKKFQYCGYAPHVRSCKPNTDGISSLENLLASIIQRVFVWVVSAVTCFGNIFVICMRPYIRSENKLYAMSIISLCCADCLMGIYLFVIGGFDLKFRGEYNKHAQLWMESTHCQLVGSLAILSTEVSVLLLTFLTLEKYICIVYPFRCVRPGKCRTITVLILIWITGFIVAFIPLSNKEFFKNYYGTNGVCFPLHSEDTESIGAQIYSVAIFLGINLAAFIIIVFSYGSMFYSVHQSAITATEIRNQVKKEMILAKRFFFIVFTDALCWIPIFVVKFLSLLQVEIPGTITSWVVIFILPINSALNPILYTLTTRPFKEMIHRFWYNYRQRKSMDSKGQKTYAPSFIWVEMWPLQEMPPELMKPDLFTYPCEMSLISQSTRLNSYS
D1 agonist: Allosteric Agonists of the Human D1 Dopamine Receptor: qHTS; HEK293 T-REx D1 cells, calcium flux, agonist mode; activation, % at 2 µM; 360,000 tested, 1% active; AID 504660, 2011; note: 0% is about no effect
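Tetracycline-induced HEK293 TREx D1 cells, force-coupled to calcium signalling, were dye-loaded with a no-wash calcium kit. Compound was pin-added after a 10 s baseline. Fluorescence was read kinetically at 1 cycle/s for 180 s, with calcium rises flagged as agonism.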
TRHR agonist: qHTS for Small Molecule Agonists and Allosteric Enhancers of Human TRH Receptor: Primary Screen for Agonists. Thyrotropin-releasing hormone receptor (Homo sapiens), P34981. TRHR cells, calcium flux fluo-8, FDSS agonist mode. activation, % at 2 µM. 360,000 tested, 0.18% active. AID 493084, 2011; note: 0% is about no effect
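Read-out: compound-evoked intracellular calcium rise in TRHR cells, fluo-8 dye, kinetic FDSS fluorescence at 1 s/cycle following a 10-cycle baseline. Cells cultured overnight before dye loading (30 min–1.5 h, RT).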
TRHR PAM: qHTS for Small Molecule Agonists and Allosteric Enhancers of Human TRH Receptor: Primary Screen for Enhancers; TRHR cells, fluo-8 calcium fluorescence, EC20 TRH enhancement; enhancement, % at 2 µM; 360,000 tested, 0.66% active; AID 493056, 2011; in the data active = enhancement above about 30%; note: 0% is about no effect
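Enhancer read-out: after compound pinning and an initial kinetic agonist-mode read, an EC20 of TRH (10 nM final) was injected and fluo-8 calcium signal (Ex 480/Em 530) followed at 1 s/cycle for 100 cycles in TRHR-expressing cells.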
D2 antag: HTS Assay for Allosteric Antagonists of the Human D2 Dopamine Receptor: Primary Screen for Antagonists; D(2) dopamine receptor (Homo sapiens), P14416; HEK293 TREx D2 cells, calcium flux, dopamine EC80; inhibition, % at 10 µM; 340,000 tested, 2% active; AID 485344, 2010; in the data active = inhibition above about 30%; note: 0% is about no effect
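Antagonism is scored as inhibition of an EC80 dopamine-evoked calcium signal in a force-coupled, tetracycline-inducible HEK293 T-REx D2 line, with compound present 180 s before agonist.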
D2 agonist: HTS Assay for Allosteric Agonists of the Human D2 Dopamine Receptor: Primary Screen for Agonists; D(2) dopamine receptor (Homo sapiens), P14416; HEK293 T-REx D2 cells, calcium flux agonist mode; activation, % at 2 µM; 340,000 tested, 0.53% active;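 active = activation over 3 SD above normal in the single-dose calcium agonist read, cut at about 30% in these data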; note: 0% is about no effect
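HEK293 Trex D2 cells, tetracycline-induced, o/n 30 C 5% CO2; no-wash Ca dye, RT 30–90 min; 10-cycle baseline, 23 nl cpd added, kinetic Ca read 180 s; agonist hits = positive Ca response.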
* = called active by the depositor; ? = inconclusive; nt = no result given. Cut-off read from the data, not from the text of the source, unless noted: active = activation above about 30%; inactive = the rest.

SMILES	D2 PAM	D1 PAM	D1 antagonist	RXFP1 antagonist	D1 agonist	TRHR agonist	TRHR PAM	D2 antag	D2 agonist
CCCCn1c(N)c(N(CCOC)C(=O)C2CC(=O)N(c3ccc(CC)cc3)C2)c(=O)[nH]c1=O (configuration not stated)	7	-6	3	1	2	0.2	4	5	0.3
CCOC(=O)C1=C(C)N(C)C(=S)NC1c1ccc(Cl)cc1 (configuration not stated)	-5	-7	7	3	2	1.5	1	1	0.3
Cc1cccc(Cn2cccc2/C=C2/C(=N)N3C=CSC3=NC2=O)c1	1	-2	3	-12	0	0.5	-2	-22	-1.8
CC(NC(=O)c1ccco1)C(=O)NC(C)c1cc(F)c(Cl)cc1Cl (configuration not stated)	30*	4	20	-2	1	0.4	-2	-3	1.2
O=S(=O)(NCC(c1ccco1)S(=O)(=O)c1ccccc1)c1cc(F)ccc1F (configuration not stated)	2	5	nt	-2	-2	0.4	3	nt	0.6
Cc1ccc(NC(=O)Cn2nnc3ccccc32)cc1	11	-5	-20	-3	5	-0.5	-3	5	0.4
CN(c1ccccc1C(=O)Nc1ccc(CC#N)cc1)S(=O)(=O)c1ccccc1	2	0	2	1	8	-0.4	-4	-6	-1.1
Cc1ccc(C(C)(C)C)c(OCCCn2ccnc2)c1	-3	-1	11	-18	1	-0.1	2	5	0.2
Cc1cccc(Cc2c(C)nc3nc(SCC(=O)NCc4ccco4)nn3c2C)c1	-1	-4	13	-2	5	-0.1	-1	-1	-0.5
Cc1ccc(-n2ncc3c2ncn2nc(-c4ccco4)nc32)c(C)c1	-1	-3	-16	-10	2	0.3	-5	-3	0.8
CS(=O)(=O)Nc1ccc(C(=O)Nc2ccc3c(c2)OCO3)cc1	-3	-3	-10	-3	4	0.2	46*	9	1.2
COc1ccc(Br)cc1CNC(=O)C1CCN(c2nnc(N3CCCC3=O)s2)CC1	2	-5	0	20	0	-0.5	7	-12	-2.3
CCN(CC(=O)NCc1ccc(Cl)cc1)C(=O)CCC(=O)c1ccc(F)cc1	1	2	2	5	0	0.1	-11	-8	0.2
O=C(CCNS(=O)(=O)c1cccs1)Nc1nccs1	5	-6	-32*	-8	2	-0.4	-6	-1	-0.8
O=C(CCc1ccccc1)Nc1ncn[nH]1	-4	-4	-1	8	0	-0.1	-5	-6	1.0
CCn1c(=N)c(C(=O)NC2CCCCC2)cc2c(=O)n3cc(C)ccc3nc21	2	0	-31*	nt	2	0.7	-5	nt	0.9
CC1CCN(c2ccc3nnc(CCC(=O)NCc4ccco4)n3n2)CC1	13	-3	10	11	2	-0.8	2	4	1.4
c1ccc(CNc2c3c(nc4ncnn24)CCCC3)nc1	-1	1	-3	-1	1	0.4	15	-6	0.7
COc1ccccc1NC(=O)c1ccc(NC(=O)CSc2nnnn2C)cc1	-16	-2	-1	7	-2	0.5	-4	1	0.4
O=C1C2C3CCC(C3)C2C(=O)N1c1ccc2ccccc2c1 (configuration not stated)	-1	3	-4	-4	1	-1.2	-5	-9	0.8

Complete entries, looked up by structure. Values in the order: D2 PAM	D1 PAM	D1 antagonist	RXFP1 antagonist	D1 agonist	TRHR agonist	TRHR PAM	D2 antag	D2 agonist
Results for COc1ccccc1NC(=O)c1ccc(NC(=O)CSc2nnnn2C)cc1 : -16	-2	-1	7	-2	0.5	-4	1	0.4
Results for COc1ccc(Br)cc1CNC(=O)C1CCN(c2nnc(N3CCCC3=O)s2)CC1 : 2	-5	0	20	0	-0.5	7	-12	-2.3

Later entries.
SMILES	D2 PAM	D1 PAM	D1 antagonist	RXFP1 antagonist	D1 agonist	TRHR agonist	TRHR PAM	D2 antag	D2 agonist
Cc1cc(C)cc(NC(=O)CSCc2cc(=O)n3ccsc3n2)c1	-4	-5	1	-16	0	0.4	-7	3	-0.9
CCn1c(=O)cc(OCC(=O)N2CCN(c3cccc(C(F)(F)F)c3)CC2)c2ccccc21	-1	4	-14	-5	9	-0.9	-2	8	0.1
Nc1nc(N)n(-c2ccccc2)c(=Nc2ccccc2)n1	7	5	3	5	2	0.2	1	2	-0.2
O=C(CNC(=O)Cc1cccc2ccccc12)NCc1ccc(F)cc1	2	-3	10	1	3	-1.3	1	-19	-1.3
Cc1ccc(N2C(=O)C(CN(C)C)C2c2ccccc2)cc1 (configuration not stated)	-7	-4	-8	-10	8	1.4	17	-22	0.2
O=C(N/N=C/c1ccc(OC(F)F)cc1OC(F)F)c1ccc(Br)cc1	15	-6	-15	-5	11	-0.6	15	-29	-1.4
COc1ccc2c(CC(=O)N3CCc4ccccc43)coc2c1	1	5	-4	-6	10	0.5	-5	-4	0.4
COC(=O)c1[nH]c2cc(OC)ccc2c1NC(=O)CCN1CCCC(C)(C)C1	-7	-4	23	5	0	0.1	0	-2	0.0
O=C(Nc1cccnc1)C1CCCN(S(=O)(=O)c2cccc3nsnc23)C1 (configuration not stated)	2	0	-3	9	0	0.3	-4	11	1.6
COCC(=O)Nc1ccccc1C#N	-8	-5	-15	6	4	0.4	-1	-6	0.3
CC(C)c1ccc(C(=O)NCCCc2ccccc2)cc1	-15	-4	-5	-16	3	-1.4	-1	-24	0.3
CN(C)CCCNC(=O)/C(=C\c1ccc(-c2ccc(Br)cc2)o1)NC(=O)c1ccccc1	-12	-13	1	?	-2	-0.1	-6	4	1.2
COc1ccc(NS(=O)(=O)c2ccc3nc(COc4ccc(Cl)c(C)c4)[nH]c3c2)cc1	-6	0	10	14	6	0.2	0	9	0.9
COc1ccc(-c2onc(C)c2C)cc1S(=O)(=O)NCc1ccc(C)o1	-5	-4	-16	-15	1	0.1	-5	nt	-0.5
COc1cccc(NC(=O)c2cnn(-c3ccccc3)c2-n2cccc2)c1	3	-6	-1	-19	5	-0.1	3	nt	-0.4
Cc1cccc(C(C)C)c1NC(=O)CSc1nncn1C	5	2	-3	6	1	0.5	2	-6	0.5
Cc1cc(OCc2cc(C(=O)N(C)Cc3nonc3C)no2)cc(C)c1Cl	-1	0	-7	-19	8	0.4	-3	-4	0.6
N#C/C(=C/c1ccc(OCc2ccc(C(=O)O)cc2)c(Br)c1)c1cccc(F)c1	8	-3	-18	-24	4	0.5	-1	-4	0.3
CC1=NNC(=O)C1CC(=O)N/N=C/C(Br)=C/c1ccccc1 (configuration not stated)	-7	-3	16	-8	7	0.2	-8	4	0.2
CC1(C)C2CCC1(CS(=O)(=O)N1CCN(c3ccccc3F)CC1)C(=O)C2 (configuration not stated)	-2	-1	-13	-18	1	0.9	-3	-1	0.0

4 records drawn at random from those above:
SMILES	D2 PAM	D1 PAM	D1 antagonist	RXFP1 antagonist	D1 agonist	TRHR agonist	TRHR PAM	D2 antag	D2 agonist
CC1CCN(c2ccc3nnc(CCC(=O)NCc4ccco4)n3n2)CC1	13	-3	10	11	2	-0.8	2	4	1.4
CS(=O)(=O)Nc1ccc(C(=O)Nc2ccc3c(c2)OCO3)cc1	-3	-3	-10	-3	4	0.2	46*	9	1.2
COC(=O)c1[nH]c2cc(OC)ccc2c1NC(=O)CCN1CCCC(C)(C)C1	-7	-4	23	5	0	0.1	0	-2	0.0
O=C(Nc1cccnc1)C1CCCN(S(=O)(=O)c2cccc3nsnc23)C1 (configuration not stated)	2	0	-3	9	0	0.3	-4	11	1.6

Later entries:
SMILES	D2 PAM	D1 PAM	D1 antagonist	RXFP1 antagonist	D1 agonist	TRHR agonist	TRHR PAM	D2 antag	D2 agonist
COc1ccc(N2CCN(S(=O)(=O)c3csc(C(N)=O)c3)CC2)cc1	nt	-5	-21	-4	8	0.3	0	nt	0.0
C[C@H](NC(=O)c1nc[nH]c1C(=O)N[C@@H](C)c1ccccc1)c1ccccc1	19	5	8	nt	-1	-0.4	2	-3	0.2
CCOC(=O)N1CCC(=NNC(=O)NC2CCCCC2)CC1	-1	2	nt	7	-1	0.6	-2	7	0.8
O=C(N/N=C/c1ccc(O)c2ncccc12)c1cccc(Br)c1	1	1	1	?	26	25	0	19	12
c1cncc(-c2csc(-c3cccnc3)n2)c1	-12	8	-9	2	-1	-0.1	4	-27	0.3
O=C1CCc2cc(S(=O)(=O)N3CCN(c4ccccc4F)CC3)ccc2N1	-15	-6	-15	-12	9	0.1	-1	2	-0.5
CSc1nc2ccc(NC(=O)c3cc4ccccc4o3)cc2s1	-4	-3	-18	13	2	0.5	-2	14	0.0
CCCCn1c(N)c(N(CCOC)C(=O)c2cccc(N3C(=O)c4ccccc4C3=O)c2)c(=O)[nH]c1=O	15	-7	-17	-1	2	0.5	2	-2	0.5
O=C(CSc1nnc(Cc2cccs2)n1Cc1ccco1)Nc1cccc(Cl)c1	20	-1	-9	-34	13	-1.5	4	-10	-1.8
CC(=O)N1CCCc2cc(S(=O)(=O)N3CCC(C(=O)N(Cc4ccccc4)C(C)C)CC3)ccc21	nt	-6	13	-11	0	-0.5	-6	nt	-0.7
CC(=O)Nc1ccc(S(=O)(=O)NCCC(=O)N2CCc3ccccc32)cc1	-5	1	7	-9	3	-0.1	-8	27	1.6
CCC1=NN(C(=O)COc2ccccc2)C(O)(c2ccncc2)C1 (configuration not stated)	9	4	-2	-8	4	-0.3	2	-12	-0.4
COc1ccc(OC)c(S(=O)(=O)N2CCc3ccccc3C2)c1	-7	-7	-13	14	5	-1.9	-5	12	0.2
Nc1cc(=O)[nH]c(SCC(=O)Nc2cc([N+](=O)[O-])ccc2Cl)n1	7	0	13	0	-2	-0.3	-3	6	-0.1
CCc1cc2cc(C(=O)N3CCN(Cc4ccccc4)CC3)sc2s1	-2	-8	-26	nt	10	-0.5	12	-2	0.0
CCCOc1ccc2[nH]cc(C(=O)O)c(=O)c2c1	2	-3	-15	-9	0	0.4	2	10	-1.0
CCOc1ccc2c(c1)c(=O)c(C(=O)c1ccc3c(c1)OCO3)cn2Cc1cccc(F)c1	11	0	-2	-28	4	0.2	5	nt	0.1
CC(=O)Nc1cccc(C(=O)O)n1	-1	-6	1	-11	2	0.8	0	0	-0.2
CN1C=CC=C/C1=C1\SC(=S)N(C2CCCCC2)C1=O	8	3	10	6	0	0.0	-4	6	0.5
COc1ccc(OCCCC(=O)Nc2cc([N+](=O)[O-])ccc2C)cc1	3	-4	-1	1	0	1.3	15	12	0.1
c1cc[n+](CCC[n+]2ccccc2)cc1	12	-9	15	-6	1	1.0	5	4	0.7
Cc1ccc(C(=O)NC2CCCCNC2=O)cc1C (configuration not stated)	-4	-4	3	-18	2	0.5	-3	-13	0.5
CN(C)S(=O)(=O)N1C(=O)c2ccccc2C1=O	-7	1	10	1	4	-1.5	5	-18	0.3
COc1ccc(C(CCNCc2ccccc2)c2ccc(F)cc2)cc1 (configuration not stated)	-14	-4	4	-1	29	2.0	2	11	2.4
